Source: PubChem (several laboratories)
Fam108B counter – mouse Fam108B serine hydrolase inhibitors, primary screen, counter-screen for RBBP9 inhibitor project, biochemical, fluorescence polarization | inhibition, % at 9.51 µM | AID 1947, 2009 | actives 0.33% (n = 300,000) | recombinant Fam108B, FP-Rh probe fluorescence polarization;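 active = inhibition above the screen mean inhibition plus 3 SD, computed separately per campaign, cut at about 18% in these data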;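 also: inhibitors lower polarization as less probe binds the enzyme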
TPT1 inh – Candida albicans TPT1 enzyme inhibitors, primary screen, biochemical, fluorescence polarization. inhibition, % at 5 µM. recombinant caTPT1, FP RNA substrate dephosphorylation. actives 0.81% (n = 300,000);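 active = inhibition above the mean of all tested compounds plus 3 SD, set per screening campaign, cut at about 24% in these data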;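 also: plate controls were DMSO alone for no effect and ferristatin control at 100 nM for full effect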
GLD-1 RNA inh – GLD-1/TGE RNA complex disruptors, primary screen, biochemical, fluorescence polarization. actives 0.44% (n = 320,000). AID 2280, 2010. purified GLD-1 + fluorescein TGE RNA. inhibition, % at 5.96 µM. Female germline-specific tumor suppressor gld-1 (Caenorhabditis elegans), Q17339;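 active = percent inhibition above a per-plate cutoff, the plate mean of test compounds plus 3 SD, cut at about 30% in these data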;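 also: 0% = DMSO wells with GLD-1 and probe and 100% = wells lacking GLD-1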
MCL1 BIM primary – inhibitors of MCL1 binding to BIM-BH3, primary screen, biochemical, fluorescence polarization; Induced myeloid leukemia cell differentiation protein Mcl-1 (Homo sapiens), Q07820; GST-MCL1 / FITC-Bim-BH3 fluorescence polarization; inhibition, % at 10.9 µM; actives 0.68% (n = 320,000); AID 2057, 2009;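 active = inhibition above the mean inhibition of all tested compounds plus 3 SD, set per campaign, cut at about 40% in these data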;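 also: 0% = DMSO wells and 100% = unlabeled Bim-BH3 peptide control; higher means more loss of mP so more displacement of Bim peptide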
MEX-5 binding – MEX-5 zinc finger RNA-binding disruptors – biochemical, C. elegans, fluorescence polarization, MLPCN library, primary screen; Zinc finger protein mex-5 (Caenorhabditis elegans), Q9XUB2; MEX-5/FITC-TCR2 RNA binding; stronger effect = lower value; activity score (negative = inhibition of binding), % at 10 µM; actives 0.38% (n = 300,000); AID 1832, 2009;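 active = inhibition past about -25% in most replicates, and total fluorescence under double the plate's negative control median, limit read from the data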;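 also: 0% = DMSO and -100% = 5 µM competing unlabeled TCR2 RNA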
Bcl-xL primary – inhibitors of human Bcl-xL, primary screen, biochemical, fluorescence polarization, HTS | GST-Bcl-xL / FITC-Bim BH3 peptide fluorescence polarization | actives 0.7% (n = 320,000) | inhibition, % at 10.9 µM | AID 2129, 2009 | Bcl-2-like protein 1 (Homo sapiens), Q07817;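 active = inhibition above the mean of all tested compounds plus 3 SD, cutoff set per campaign, cut at about 30% in these data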;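 also: 0% = DMSO wells and 100% = unlabeled Bim-BH3 peptide competitor; inhibitors lower millipolarization by displacing the labeled peptide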
PAD4 FP inh – human PAD4 inhibitors, primary screen, biochemical, fluorescence polarization, 1536-well format; Protein-arginine deiminase type-4 (Homo sapiens), Q9UM07; recombinant PAD4, RCA probe fluorescence polarization; inhibition, % at 6.36 µM; actives 0.41% (n = 330,000);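 active = percent inhibition above a cutoff equal to the mean of all tested compounds plus 3 SD, cut at about 15% in these data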;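 also: 0% = PAD4 with RCA probe and DMSO and 100% = probe without PAD4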
Target sequence (Q9UM07 whole entry, looked up): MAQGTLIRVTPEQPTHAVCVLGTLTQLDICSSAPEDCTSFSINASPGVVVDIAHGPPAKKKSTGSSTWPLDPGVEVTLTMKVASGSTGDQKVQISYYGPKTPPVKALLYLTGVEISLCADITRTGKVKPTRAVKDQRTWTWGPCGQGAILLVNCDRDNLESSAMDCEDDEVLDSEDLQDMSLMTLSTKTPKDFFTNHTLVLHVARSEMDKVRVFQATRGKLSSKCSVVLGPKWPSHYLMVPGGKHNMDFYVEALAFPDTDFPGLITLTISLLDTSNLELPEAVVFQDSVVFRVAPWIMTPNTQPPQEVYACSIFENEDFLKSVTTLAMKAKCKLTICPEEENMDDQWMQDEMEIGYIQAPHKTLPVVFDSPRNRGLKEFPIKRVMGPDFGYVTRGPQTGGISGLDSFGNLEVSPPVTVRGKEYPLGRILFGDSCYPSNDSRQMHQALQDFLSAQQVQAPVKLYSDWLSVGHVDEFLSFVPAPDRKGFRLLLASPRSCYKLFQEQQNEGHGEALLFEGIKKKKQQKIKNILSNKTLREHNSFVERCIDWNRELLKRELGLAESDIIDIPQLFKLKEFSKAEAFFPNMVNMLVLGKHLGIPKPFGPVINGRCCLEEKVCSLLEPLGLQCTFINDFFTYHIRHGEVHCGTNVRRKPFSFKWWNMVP
GSTO1 counter – inhibitors of recombinant GSTO1, primary screen, counter-screen for RBBP9 inhibitor project, biochemical, fluorescence polarization; inhibition, % at 5.96 µM; Glutathione S-transferase omega-1 (Homo sapiens), P78417; activity-based probe fluorescence polarization; actives 1.1% (n = 300,000);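 active = inhibition above the campaign mean inhibition plus 3 SD, cut at about 35% in these data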;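 also: 0% = GSTO1-1 with DMSO and 100% = wells lacking GSTO1-1 enzyme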
Target sequence (P78417 whole entry, looked up): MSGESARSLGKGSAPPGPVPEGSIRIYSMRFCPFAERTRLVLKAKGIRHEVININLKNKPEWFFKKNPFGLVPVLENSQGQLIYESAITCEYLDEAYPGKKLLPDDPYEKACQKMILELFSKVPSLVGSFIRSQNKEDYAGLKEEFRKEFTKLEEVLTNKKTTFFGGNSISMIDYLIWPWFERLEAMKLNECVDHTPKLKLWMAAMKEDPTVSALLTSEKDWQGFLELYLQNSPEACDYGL
PME-1 primary – PME-1 inhibitors via competitive probe labeling, primary screen, biochemical, fluorescence polarization, FP-Rh probe, HTS | Protein phosphatase methylesterase 1 (Homo sapiens), Q9Y570 | recombinant PME-1 | inhibition, % at 5.9 µM | actives 0.53% (n = 320,000);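 active = inhibition above the campaign mean of all compounds plus 3 SD, cut at about 26% in these data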;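 also: competitive labeling of PME-1 active site by serine hydrolase directed probe; 0% = PME-1 with DMSO and 100% = wells lacking PME-1 enzyme; inhibitors block probe labeling so polarization falls and inhibition rises; many of its hits are not listed in these tables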
* marks the source's active call; other numbers are inactive results; · = not tested or not shown. Some of the compounds tested. The share of hits here may be higher or lower than overall.

The line under a structure holds: Fam108B counter	TPT1 inh	GLD-1 RNA inh	MCL1 BIM primary	MEX-5 binding	Bcl-xL primary	PAD4 FP inh	GSTO1 counter	PME-1 primary
- Cc1cc(NCc2ccccc2)nc(-c2ccccc2O)n1
  2.1	0.7	5.1	-2.1	1.8	4.5	-1.4	1.4	6.2
- Cc1ccc(CN2CCN(/N=C/C=C/c3ccccc3[N+](=O)[O-])CC2)cc1
  3.5	-4.5	-0.9	-2.0	0.1	11.0	-2.7	8.6	-3.7
- COc1ccc(/C=N/Nc2nc(-c3cccc(S(=O)(=O)N4CCCC4)c3)cs2)cc1OC
  15.7	1.5	1.8	1.9	2.7	4.2	-1.0	-2.2	0.1
- O=C(Nc1ccccc1)N1CCCC1c1cccs1 (stereo not drawn)
  3.0	-2.7	4.2	1.8	-1.6	3.0	-0.8	0.9	-1.7
- CC(=O)c1ccc(Oc2ccc(C(=O)c3ccc(C)c(C)c3)cc2[N+](=O)[O-])cc1
  -0.8	3.7	0.0	1.2	1.0	0.5	-6.5	5.8	-2.4
- O=C(CSC1=NCCS1)N1CCCCCC1
  -1.1	2.7	-2.3	9.8	0.7	3.7	3.6	-10.0	-5.5
- CS(=O)c1ccccc1COC(=O)Nc1cccc(Cl)c1 (stereo not drawn)
  -6.7	-1.3	-5.3	-16.9	1.7	-9.5	-5.6	-3.0	-1.7
- COc1ccccc1NC(=O)C(C)N(C)CCOc1ccccc1 (stereo not drawn)
  -3.1	1.0	-5.8	1.0	-0.7	3.9	-9.8	-4.4	3.5
- O=c1oc2cc(O[C@@H]3OC[C@@H](O)[C@H](O)[C@H]3O)ccc2c2ccccc12
  -3.9	-1.3	-4.5	-2.3	-2.1	3.9	3.4	0.8	-8.8
- CC(=O)Nc1ccc(S(=O)(=O)NCC(=O)OCC(=O)NC(=O)c2cccn2C)cc1
  -0.8	-2.0	6.2	8.6	0.2	4.1	-0.9	-2.4	-2.0
- COc1ccccc1Nc1nnc(Cc2ccccc2)c(=O)[nH]1
  3.5	2.4	-3.8	0.8	-1.3	0.3	1.8	-6.9	-13.2
- COc1ccccc1C(=O)Nc1ccc2c3c(cccc13)CC2
  0.8	1.1	-2.6	-1.6	-4.3	2.5	-2.5	6.0	11.2
- O=C(/C=C/c1cccc(F)c1)N1CCN(c2ncccn2)CC1
  -3.3	-3.8	-3.1	-3.1	-0.9	0.0	-2.7	4.2	-3.6
- CCOC(=O)COc1ccc([N+](=O)[O-])cc1
  3.1	-1.1	4.8	5.6	-1.1	3.6	-4.0	-2.0	1.9
- CCCOc1ccc(C(=O)NCCN2CCOCC2)cc1
  0.2	1.2	2.9	4.3	1.1	0.2	-5.7	5.0	1.0
- CN1CCN(Cc2nc3ccccc3c(=O)n2Cc2nc(-c3ccc([N+](=O)[O-])cc3)cs2)CC1
  -1.6	2.1	6.3	3.8	-1.3	5.1	-9.4	11.1	-0.8
- N#C/C(=C\c1ccccc1C(F)(F)F)C(=O)Nc1ccccc1F
  -3.6	-0.7	0.8	11.4	0.8	5.3	-1.5	-2.2	1.8
- CCn1c(SCC(=O)N2CCCC2=O)nnc1-c1cccs1
  ·	·	4.7	-1.9	·	-6.9	0.7	·	-0.8
- Cc1ccc(NC(=O)COC(=O)c2cccc3c(=O)c(C)c(-c4ccccc4)oc23)cc1
  -13.6	-5.3	3.2	1.1	-0.8	8.2	0.2	3.6	-21.4
- CC(C)c1ccc(NC(=O)CSc2nc(=O)n(CCCN3CCOCC3)c3c2CCCC3)cc1
  1.8	0.8	0.8	-0.8	-1.6	1.5	3.0	-3.8	2.1
- Nc1ncnc2c1ncn2CCNCCc1ccccc1
  2.1	-4.5	-4.1	9.4	·	3.0	2.3	-4.3	2.4
- Cc1ccc(S(=O)(=O)Cn2nnnc2C(CC(C)C)N2CCN(c3ccccc3)CC2)cc1 (stereo not drawn)
  -4.7	2.1	-4.1	0.5	0.1	-2.6	-1.8	-1.1	-1.8
- Nc1ncnc2c1ncn2[C@@H]1O[C@H](COP(=O)(O)O)[C@@H](O)[C@H]1O
  -0.2	0.6	-0.3	-2.6	-3.2	2.5	-4.8	-5.5	-11.4
- COc1cc2ccccc2cc1C(=O)OCc1nc2ccsc2c(=O)[nH]1
  ·	·	-7.7	5.5	·	4.4	0.6	·	0.5
- COc1ccc(CC(NC(C)=O)C(=O)NC2CCN(c3c(Cc4ccccc4)c(C)nc4ncnn34)CC2)c(OC)c1 (stereo not drawn)
  0.7	1.3	-4.6	1.6	-1.1	-3.2	0.1	1.9	4.0
- Cc1onc(-c2ccccc2Cl)c1C(=O)NC(=S)Nc1ccccc1C(N)=O
  -6.6	-0.4	4.0	9.5	-1.0	6.8	-1.4	-5.9	-0.9
- COC(=O)C1=CN(Cc2ccc(OC)c(OC)c2)C=C(C(=O)OC)C1c1ccc(F)cc1
  -0.7	3.9	2.7	-5.4	1.0	0.2	-4.4	0.1	-5.4
- COc1ccc(N=Cc2c(O)[nH]c3ccccc23)cc1
  -4.2	1.8	-2.8	0.3	-1.6	-0.7	-2.3	-4.7	17.7
- CCOc1ccc(Br)cc1CNc1ccc2c(c1)OCCO2
  5.9	1.0	-0.6	2.6	1.0	3.0	2.8	9.4	5.7
- CCOc1nc(C)ccc1-c1noc(-c2ccco2)n1
  0.4	-2.2	5.0	-1.2	-1.4	1.9	-2.2	1.0	0.5
- COCC(C)NC(=O)/C(=C/c1ccccc1)c1ccccc1 (stereo not drawn)
  -1.9	-6.5	2.2	10.5	0.3	2.4	3.3	3.0	3.5
- O=C(Cc1n[nH]c(=O)c2ccccc12)OCC(=O)c1ccc(OC(F)F)cc1OC(F)F
  -1.6	5.5	2.5	-10.6	1.8	-8.3	-1.1	0.8	2.6
- Cc1ccccc1Nc1scc(-c2ccc(Br)cc2)[n+]1-c1ccccc1C
  -2.3	1.6	4.4	-0.6	-0.4	1.2	-3.7	3.2	-1.6
- COc1cc(NC(=O)COc2ccccc2C)ccc1NC(=O)c1ccco1
  -5.0	0.3	-0.8	-3.2	-0.6	0.1	1.6	4.9	-1.6
- Cn1c(N)c(C(=O)COC(=O)CCCc2c[nH]c3ccccc23)c(=O)n(C)c1=O
  2.9	-1.4	3.7	-15.1	-1.1	-4.5	-4.2	-3.0	-0.4
- O=C(NCc1ccccc1)c1ccc(Cl)c(NC2=NC3CS(=O)(=O)CC3S2)c1 (stereo not drawn)
  -3.5	1.6	2.2	-0.1	-0.2	-0.8	0.0	7.5	-7.0
- CSCCC(N=C1NS(=O)(=O)c2ccccc21)C(=O)NCCc1ccccc1 (stereo not drawn)
  -1.9	-0.3	0.0	5.5	-0.3	8.6	4.9	2.9	-0.1
- O=C(COC(=O)c1ccccc1SCC(=O)N1CCCC1)NCc1ccccc1
  -0.1	2.5	-0.5	4.1	-1.6	1.6	-3.6	-9.7	-2.5
- CCNC(=O)COn1c(SCC(=O)NCC)nc2ccccc2c1=O
  -0.3	-2.3	-5.5	3.4	0.5	0.9	-3.2	7.5	0.3
- Cn1c2ccccc2c(=O)c2c(=O)n(Cc3ccco3)c(-c3ccc(F)cc3)nc21
  -2.7	-2.2	3.6	0.1	-0.2	8.6	-2.5	5.1	-4.1
- CC(C)c1nc(-c2c(N)n(C)c(=O)n(C)c2=O)sc1C(=O)C(C)(C)C
  1.8	5.3	-0.7	12.2	-1.6	5.0	-3.4	-3.7	0.5
- C=CCN(CC=C)C(=S)Nc1ccccc1
  1.4	-0.6	4.8	10.8	·	6.3	2.9	10.1	-3.2
- Cc1cc(-c2ccc(C)c(S(=O)(=O)NCC3CCN(Cc4ccc(F)cc4)CC3)c2)on1
  1.4	1.4	-3.8	-3.5	0.1	-0.8	-6.0	-0.5	-3.0
- COc1ccccc1NS(=O)(=O)c1ccc2oc(SCC(=O)N3CCNC3=O)nc2c1
  ·	·	13.2	-7.3	·	-7.0	2.6	·	24.7
- Cc1c(NC(=O)/C(C#N)=C/c2ccc(-c3ccc(Cl)c(Cl)c3)o2)c(=O)n(-c2ccccc2)n1C
  1.5	0.3	-0.3	0.7	1.4	5.6	-1.3	-0.5	2.3
- CC(NC(=O)CNC(=O)c1cccc(Cl)c1)c1ccccc1 (stereo not drawn)
  -0.5	3.7	-0.1	-4.2	1.4	4.1	-4.2	-3.5	10.4
- Cc1ccccc1C1=NC(C(F)(F)F)(C(F)(F)F)c2c(n(C)c(=O)n(C)c2=O)N1
  2.2	0.2	1.9	-1.1	-3.1	-3.5	-3.9	-0.4	-1.2
- COc1ccc(-c2csc(NC(=O)COc3ccc(N(C)S(=O)(=O)c4ccc(C)cc4)cc3)n2)cc1
  -27.5	-3.0	0.2	-0.1	1.5	1.2	0.9	-16.1	-32.5
- FC(F)(F)c1cc(C(F)(F)F)c2ccc(N3CCN(c4ccc(Cl)cc4)CC3)nc2n1
  1.4	-4.5	8.4	6.3	1.6	4.6	0.2	1.0	2.1
- C(C#CCCCCCCCCC[n+]1ccccc1)#CCCCCCCCCC[n+]1ccccc1
  7.8	-4.4	-10.0	-5.8	-2.6	-4.0	-3.5	5.0	-4.7
- Cc1nc2ncnn2c(C)c1CCC(=O)NCCC1=CCCCC1
  2.7	0.0	4.0	7.3	-3.3	0.7	0.4	1.0	-8.1
- O=C(c1ccc2nc(-c3ccco3)c(-c3ccco3)nc2c1)N1CCN(c2ncccn2)CC1
  13.9	1.4	14.9	80.8*	-5.1	38.4*	-6.4	68.2*	15.6
- N#CC1(NC(=O)COC(=O)CNC(=O)c2sc3ccccc3c2Cl)CCCCC1
  ·	·	0.8	-1.0	·	-3.4	-9.3	·	7.8
- N/C(=N\N=C\c1ccc2c(c1)OCO2)c1nonc1N
  2.0	-0.9	4.2	-0.1	-0.9	2.4	2.2	2.7	1.2
- COc1ccc(C2(C(=O)NCC3CCCO3)CCOCC2)cc1 (stereo not drawn)
  4.6	-2.9	-3.9	-2.5	-4.1	2.6	-0.6	12.2	5.7
- O=C(N/N=C/c1ccc([N+](=O)[O-])cc1)c1ccc2nc[nH]c2c1
  -1.3	0.4	1.8	-1.0	1.6	-1.4	-2.3	-3.3	-8.2
- Cc1nonc1N1CCN(Cc2cn[nH]c2-c2ccc(F)cc2F)CC1
  -3.3	-6.5	-5.1	0.3	-0.7	6.7	2.4	8.5	-5.8
